# Compound activity as filed in PubChem.
# PPC-1+TRAIL kill: compounds killing PPC-1 cancer cells with TRAIL present, primary screen, TRAIL potentiator project, ATPLite luminescence, uHTS. PPC-1 cells + TRAIL, ATPLite viability luminescence. cell killing (% activity), % at 4 µM. actives 0.41% (n = 220,000). AID 1443, 2008;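 active means cell killing above 50% in the first pass at 4 µM, then a duplicate retest at 5 µM averaging 50% or more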;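 further: plate controls were cells with TRAIL plus DMSO for no effect and medium-only wells lacking cells for full effect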
# BaF3 tox: parental Ba/F3 cell viability inhibition, counter-screen for JAK2V617F inhibitor project, murine pro-B, CellTiter-Glo luminescence; actives 1.1% (n = 220,000); AID 1486, 2009; CellTiter-Glo ATP luminescence; inhibition, % at 5.6 µM;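 active means inhibition above a per-campaign cutoff, the mean inhibition of all tested compounds plus 3 SD, cut at about 27% in these data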;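 further: 0% = DMSO wells and 100% = JAK Inhibitor I control wells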
# TRPML3 agonist: human TRPML3 channel agonists, primary screen, cell-based, HEK293 TRPML3-YFP, Fluo-8 calcium fluorescence, 3 µM; 100% = the carbachol control signal; actives 0.29% (n = 220,000); activation, % at 3 µM; Mucolipin-3 (Homo sapiens), Q8TDD5;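 active means activation above its plate's cutoff, the mean activation of the plate's test wells plus 3 SD, cut at about 12% in these data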;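 further: 0% = DMSO only wells and 100% = carbachol wells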
#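 Test system: HEK293 cells stably carrying human TRPML3-YFP; Doses: single dose, 3 µM final nominal compound, 0.3% DMSO final; Schedule: dye loading 1 h 37 °C then 30 min ambient, 125 s read; Technique: Fluo-8 calcium fluorescence; Benchmarks: high control carbachol 87 µM, low control DMSO.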
# Ba/F3 V617F tox: reduced viability of JAK2V617F-dependent Ba/F3 cells, primary screen, JAK2V617F inhibitor project, cell-based, Ba/F3 EpoR-JAK2V617F, luminescence. ATP luminescence. actives 1.1% (n = 220,000). inhibition, % at 5.6 µM;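 active means inhibition above the campaign mean plus 3 SD over all tested compounds, cut at about 24% in these data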;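 further: cytokine-independent growth of Ba/F3 cells driven by EpoR plus mutant JAK2; 0% = DMSO-treated cells and 100% = JAK inhibitor I control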
# TNF death inh: inhibitors of TNF-alpha triggered necroptosis, primary screen, cell-based, Jurkat FADD-/-, single concentration. Jurkat FADD-/- TNF necroptosis rescue, ATP luminescence, 24 h; 0 = TNF only, 100 = no-TNF cells. actives 0.068% (n = 220,000). activation (protection from cell death), % at 10 µM;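 active means activation, meaning protection from cell death, of at least 50% relative to plate controls; inactive means activation below 50%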;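 further: necroptosis triggered by 40 ng/mL TNF-alpha added together with compound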
# zfTRPN1 agonist: zebrafish TRPN1 channel agonists, primary screen, cell-based, HEK293, calcium fluorescence | HEK293 zebrafish TRPN1-YFP, Fluo-8 calcium fluorescence; 100% = response to 87 µM carbachol | activation, % at 3 µM | actives 0.18% (n = 220,000) | transient receptor potential cation channel N1 (TRPN1/NompC), Danio rerio;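 active means activation above its plate's cutoff, the mean activation of test wells on that plate plus 3 SD, cut at about 19% in these data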;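 further: 0% = DMSO alone and 100% = 87 µM carbachol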
#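 Material: zebrafish TRPN1-YFP in HEK293 cells. Doses: one dose of 3 µM, 0.3% DMSO. Incubation: dye 1 h 37 °C plus 30 min RT. Measured by: intracellular calcium fluorescence with Fluo-8.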
# CHOP inh: inhibitors of CHOP promoter induction, primary screen, cell-based, unfolded protein response, luciferase reporter | CHO-K1 CHOP-promoter luciferase, tunicamycin-induced, 15-18 h | inhibition, % at 10 µM | actives 3.8% (n = 220,000) | AID 2732, 2010;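 active means compounds that reduced the stress-induced luciferase reporter signal by more than about 70% of percent inhibition, limit read from the data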;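 further: 0% = tunicamycin plus vehicle and 100% = wells without tunicamycin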
# RBBP9 inh: human RBBP9 inhibitors, primary screen, biochemical, fluorescence polarization, FP-Rh probe, HTS; actives 0.2% (n = 220,000); inhibition, % at 7.94 µM; Serine hydrolase RBBP9 (Homo sapiens), O75884; recombinant RBBP9;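 active means inhibition above the campaign mean of all tested compounds plus 3 SD, cut at about 14% in these data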;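 further: plate controls were DMSO wells with RBBP9 for no effect and wells lacking RBBP9 protein for full effect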
# Target sequence (O75884 whole entry, looked up): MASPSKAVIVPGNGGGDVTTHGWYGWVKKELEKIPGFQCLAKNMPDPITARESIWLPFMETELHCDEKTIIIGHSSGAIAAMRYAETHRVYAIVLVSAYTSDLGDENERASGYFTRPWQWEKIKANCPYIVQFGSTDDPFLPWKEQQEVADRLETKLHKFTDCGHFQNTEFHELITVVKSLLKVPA
#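 Material: RBBP9 protein. Amount: RBBP9 at 2.5 µM in dispensed solution, before mixing. Schedule: 30 min then 45 min, 25 °C. Medium: Tris buffer pH 8.0, NaCl, Pluronic. Measured by: fluorescence polarization. Measure: percent inhibition from mP, scaled between DMSO and no-protein wells. Replication: one well per compound.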
# Wee1 degr inh: Wee1 degradation inhibitors, primary screen, cell-based, HeLa, Wee1K328M-luciferase, luminescence | HeLa Luc-Wee1K328M stability; 100% = proteasome inhibitor MG132 effect | reporter increase, % at 5 µM | AID 1321, 2008 | Wee1-like protein kinase (Homo sapiens), P30291 | actives 1.2% (n = 220,000);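 active means activation above the mean of all tested compounds plus 3 SD, set per screening run, cut at about 8.8% in these data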;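 further: cells exposed to compound for 20 h before luminescence read; 0% = DMSO alone and 100% = MG132 at 30 µM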
# Target sequence (P30291 whole entry K328M): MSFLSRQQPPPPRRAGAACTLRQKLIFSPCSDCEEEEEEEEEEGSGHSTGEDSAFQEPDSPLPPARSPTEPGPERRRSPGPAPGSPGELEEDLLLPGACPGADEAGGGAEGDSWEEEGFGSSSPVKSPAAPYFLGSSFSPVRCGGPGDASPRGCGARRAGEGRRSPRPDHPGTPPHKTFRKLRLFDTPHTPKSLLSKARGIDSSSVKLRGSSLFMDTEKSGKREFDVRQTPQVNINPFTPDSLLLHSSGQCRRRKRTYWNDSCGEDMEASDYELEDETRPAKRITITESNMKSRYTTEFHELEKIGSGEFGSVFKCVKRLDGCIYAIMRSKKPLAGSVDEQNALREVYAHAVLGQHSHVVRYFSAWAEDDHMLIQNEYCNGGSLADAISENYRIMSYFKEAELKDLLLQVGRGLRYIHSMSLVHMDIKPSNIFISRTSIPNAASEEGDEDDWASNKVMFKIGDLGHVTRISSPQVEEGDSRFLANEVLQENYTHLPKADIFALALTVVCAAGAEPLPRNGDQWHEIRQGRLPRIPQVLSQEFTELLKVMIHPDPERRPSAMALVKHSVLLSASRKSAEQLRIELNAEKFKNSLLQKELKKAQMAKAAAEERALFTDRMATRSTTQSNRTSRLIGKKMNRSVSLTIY
# * marks the source's active call; other numbers are inactive results; x = not tested or not shown; [ ] = remark or other dose. Rows were taken by chance; about 6.8% have a hit in one of these screens.
Molecule	PPC-1+TRAIL kill	BaF3 tox	TRPML3 agonist	Ba/F3 V617F tox	TNF death inh	zfTRPN1 agonist	CHOP inh	RBBP9 inh	Wee1 degr inh
Cc1cc2c(cc1C)CSC(c1ccccc1OC(=O)C(C)C)SC2	3	-2	-0.8	-3	-0.3	-1.5	72*	-5	-3
Cc1cc(C)cc(NC(=S)N(CCCN2CCN(C)CC2)Cc2cccs2)c1	10	2	1.2	-3	1.4	0.6	18	-2	3
Cc1ccc(-n2c(SCC(=O)Nc3ccc4c(c3)OCO4)nnc2-c2cccs2)cc1	8	6	-1.2	4	-0.9	0.6	27	-3	2
O=c1oc(/C=C/c2ccccc2)nc2ccccc12	53*[5 µM]	7	-0.3	5	-0.8	-0.5	16	-7	0
Cc1ccc(SCC(=O)Nc2ccc(S(=O)(=O)Nc3nccs3)cc2)cc1	21	11	-0.1	3	2.8	1.6	8	4	6
O=C(CSc1nc(-c2ccco2)cc(C(F)(F)F)n1)Nc1ccc2c(c1)CCC2	7	0	0.4	-7	-12	-0.8	13	5	6
COC(=O)N1[C@H](C)C=C[C@]1(Cc1ccccc1)C(=O)O	23	5	1.0	3	1.2	1.3	-9	-7	1
C=CCOc1ccc2ccccc2c1CNc1ncn[nH]1	-2	0	-0.1	1	-0.5	-1.7	31	-7	-3
Cc1ccc2oc(-c3cccc(NC(=O)/C=C/c4cccc([N+](=O)[O-])c4)c3C)nc2c1	0	8	-0.2	4	-0.6	-0.7	-5	-9	2
COc1ccc(Nc2nc3ccccc3n3nnnc23)cc1	12	0	0.3	-3	-4.8	-1.2	32	-3	0

# Whole records, quoted from the list. Screens in order: PPC-1+TRAIL kill, BaF3 tox, TRPML3 agonist, Ba/F3 V617F tox, TNF death inh, zfTRPN1 agonist, CHOP inh, RBBP9 inh, Wee1 degr inh
# Listed for Cc1cc2c(cc1C)CSC(c1ccccc1OC(=O)C(C)C)SC2 → 3, -2, -0.8, -3, -0.3, -1.5, 72*, -5, -3
# Listed for COC(=O)N1[C@H](C)C=C[C@]1(Cc1ccccc1)C(=O)O → 23, 5, 1.0, 3, 1.2, 1.3, -9, -7, 1

# Next section.
Molecule	PPC-1+TRAIL kill	BaF3 tox	TRPML3 agonist	Ba/F3 V617F tox	TNF death inh	zfTRPN1 agonist	CHOP inh	RBBP9 inh	Wee1 degr inh
Cc1ccc(NC(=S)NCC2CCCO2)cc1C (centres undefined)	21	4	0.3	-1	-4.5	0.2	2	-9	2
Cc1[nH]c2ccc(F)cc2c1CCN(Cc1ccco1)C(=S)NC(C)(C)C	5	8	2.1	4	3.4	0.3	81*	-3	-1
CCC(C(=O)Nc1ccccc1C(=O)N1CCOCC1)N1C(=O)c2ccccc2C1=O (centres undefined)	21	5	1.2	-1	0.0	-0.3	-6	-5	1
CCCN1CCN(S(=O)(=O)c2ccc(OC)c(Br)c2)CC1	-11	4	0.7	-2	0.5	0.0	-10	-5	1
Cc1ccc(Nc2nc(/N=C/NO)n[nH]2)cc1C	22	6	0.5	0	0.0	-0.4	-14	5	5
C/C(=N/OCO/N=C(\C)c1ccc(F)cc1F)c1ccc(F)cc1F	-1	8	0.8	4	0.0	1.3	16	-5	-1
CN(C(=O)CN(c1ccccc1)S(=O)(=O)c1ccc(F)cc1)C1CCS(=O)(=O)C1 (centres undefined)	1	-2	-0.1	-3	4.9	-1.2	19	-6	2
O=C1Nc2ccc([N+](=O)[O-])cc2OC1CCN1CCOCC1 (centres undefined)	16	7	0.8	1	0.2	0.1	30	3	0
CSc1cccc(NC(=S)N2CCCN(Cc3ccc(F)cc3)C2)c1	8	3	1.1	-1	2.1	1.2	8	-9	-1
Cc1cc(C(=O)CSc2nnc(-c3ccc(F)cc3)o2)c(C)n1CC1COc2ccccc2O1 (centres undefined)	-5	4	-0.5	-3	-0.9	0.7	31	-9	-1

# Reformatted: 2 of the compounds above.
SMILES: CCCN1CCN(S(=O)(=O)c2ccc(OC)c(Br)c2)CC1
  PPC-1+TRAIL kill: -11
  BaF3 tox: 4
  TRPML3 agonist: 0.7
  Ba/F3 V617F tox: -2
  TNF death inh: 0.5
  zfTRPN1 agonist: 0.0
  CHOP inh: -10
  RBBP9 inh: -5
  Wee1 degr inh: 1

SMILES: Cc1ccc(Nc2nc(/N=C/NO)n[nH]2)cc1C
  PPC-1+TRAIL kill: 22
  BaF3 tox: 6
  TRPML3 agonist: 0.5
  Ba/F3 V617F tox: 0
  TNF death inh: 0.0
  zfTRPN1 agonist: -0.4
  CHOP inh: -14
  RBBP9 inh: 5
  Wee1 degr inh: 5

# The list goes on:
Molecule	PPC-1+TRAIL kill	BaF3 tox	TRPML3 agonist	Ba/F3 V617F tox	TNF death inh	zfTRPN1 agonist	CHOP inh	RBBP9 inh	Wee1 degr inh
CCS(=O)(=O)N1CCN(CC(=O)NC2CCCCC2)CC1	8	9	0.6	2	-0.2	0.8	-10	-5	0
CC(C)C(O)C1CCN(Cc2nc(Cc3ccccc3Cl)no2)CC1 (centres undefined)	17	-1	0.7	5	-0.1	1.1	7	-7	3
CCOC(=O)c1c(NC(C)=O)sc2c1CCC(C=O)=C2Sc1ccccc1	7	5	-0.3	0	-19	-1.1	-14	-4	-2
COCCn1c(-c2ccc(-c3ccc([N+](=O)[O-])cc3Br)o2)nc2c1c(=O)[nH]c(=O)n2CC(C)C	12	5	0.8	-2	-2.8	1.3	18	-10	0
COC(=O)c1[nH]c2ccccc2c1NC(=O)CN1CCN(C/C=C/c2ccccc2)CC1	-3	5	0.5	-1	-12	1.8	-5	1	-3
CCN(CC)c1ccc2cc(-c3nnc(-c4ccccc4)o3)c(=O)oc2c1	11	-1	12*	-3	-0.1	19	-13	5	1
CCOC(=O)c1sc(C)c2c(=O)n(CCc3ccccc3)nnc12	10	4	0.3	-1	0.1	-0.7	-4	-8	-1
O=C(COC(=O)/C=C/c1cnc2ccccc2n1)NCC(F)(F)F	18	2	-0.1	1	1.0	-0.3	-29	2	3
COc1ccc(-c2nc3n(n2)C(c2ccncc2)C(C(N)=O)=C(C)N3)cc1 (centres undefined)	-5	1	-0.4	3	1.7	1.2	20	-4	2
CCCCn1c(CN2CCN(C(=O)OCC)CC2)nc2c1c(=O)[nH]c(=O)n2C	19	8	0.5	4	-0.1	1.4	7	-5	6
O=C(N/N=C/c1coc2ccccc2c1=O)c1cc2ccccc2o1	18	4	0.1	2	0.4	0.7	22	-8	2
COc1cc(NS(=O)(=O)c2ccc(C)cc2)c2ncccc2c1	28	7	0.9	1	-9.8	-0.3	x	-5	0
CC1=NN(C(=O)c2cccnc2)C(O)(C(F)(F)F)C1 (centres undefined)	-7	3	0.9	-2	0.6	0.3	-7	2	-1
C=CCN1C(=O)/C(=C/C(=O)OC)S/C1=N\NC(=O)c1ccccc1	17	-1	0.5	-1	-4.4	1.2	-9	-8	-3
CC(=O)c1cc(CN2C(=O)CCC2=O)cs1	7	-1	0.4	-3	-0.4	1.6	-1	-8	1
O=C(OCC(=O)N1CCCc2ccccc21)c1cnc(Cl)c(Cl)c1	1	6	0.0	-1	-6.4	-0.6	6	6	2
Cc1cc2cc(CCNC(=O)CC(C)C)c(=O)[nH]c2cc1C	2	0	0.7	-2	0.8	1.3	24	-1	-3
COC(=O)C1=C(N)c2c(F)cccc2C1(C#N)c1ccccc1 (centres undefined)	-6	10	-1.2	0	-2.8	0.8	2	-4	0
Cc1cccc(C)c1NC(=O)CSc1nc(COc2ccccc2)nc2ccccc12	7	3	1.2	0	-2.2	0.3	88*	-2	-1
COCC(=O)N1CCN(c2cccc(C(F)(F)F)c2)CC1	20	5	0.4	2	1.1	1.2	-4	0	-2
CCN(CCCNC(=O)C1CCN(S(=O)(=O)N2CCC3(CC2)OCCO3)CC1)c1ccccc1	-10	5	0.7	-1	-15	1.9	-4	-11	-3
Cc1ccc(Cn2cnc3c(cnn3-c3ccc(F)cc3)c2=O)cc1	-15	4	0.9	-2	-0.5	0.8	6	4	-3
CC1(c2ccccc2)CC(c2ccccc2)=Nc2nonc2N1 (centres undefined)	2	5	-1.7	5	-3.1	-1.7	37	-6	-1
O=C(C1CCC1)N1CCC(c2nc3c(nnn3Cc3c(F)cccc3Cl)c(=O)[nH]2)CC1	-2	3	0.7	4	-2.6	0.1	42	-7	-3
CCOC(=O)CN(C(=O)Cn1nnc2ccccc21)C(C(=O)NCCOC)c1ccccc1C (centres undefined)	-14	8	-0.5	6	-2.9	0.4	11	-5	1
Cc1cc(C)nc(N2CCC(C(=O)Nc3ccc4c(c3)OCO4)CC2)n1	28	-2	-0.6	3	-5.8	1.3	1	-6	-4
Cc1nc(NC(=O)CSc2nc3cccnc3n2Cc2ccccc2)sc1C	22	3	-0.1	-5	-2.4	-0.9	104*	-1	-1
Cn1c(=O)c2c(nc(N3CCCCC3)n2CCSc2nc3ccccc3o2)n(C)c1=O	x	7	1.1	2	-2.3	-0.6	x	0	0
Cc1noc(C)c1COc1cccc(C(=O)OC(C)C(=O)Nc2ccc3c(c2)OCO3)c1 (centres undefined)	-14	3	0.4	0	-16	-0.2	45	1	4
Cc1ccc(C(=O)/C=C/c2cn(CC(O)CN3CCOCC3)c3ccccc23)cc1 (centres undefined)	16	2	1.1	-3	4.2	3.9	26	5	0
N#CC(=C=[N-])/C=C(\C(=O)c1ccccc1)[n+]1ccccc1	0	-5	0.0	3	0.5	1.2	-12	-6	2
Nc1ccccc1C(=O)Nc1cccc(C(=O)O)c1	-26	6	1.4	2	-1.3	2.2	30	2	-3
COc1cccc(C(=O)N=c2sc3cc(S(C)(=O)=O)ccc3n2C)c1	20	6	0.7	0	-0.6	1.2	27	1	3
O=C(/C=C/c1ccc(Cl)cc1Cl)NCc1ccco1	14	2	-1.6	-1	-4.9	-0.7	24	-4	3
